# phage Ecoli inh – E. coli growth loss with phage present | AID 651602 | 360,000 compounds, 0.26% hits | inhibition, % at 11.9 µM | growth absorbance; in the data active = inhibition above about 11%
# CAL PDZ FP – inhibitors of human CAL PDZ peptide binding. purified CAL PDZ, TMR-peptide fluorescence polarization, 1 h. inhibition, % at 20 µM. 330,000 compounds, 0.02% hits. AID 504414;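 active = highest replicate inhibition of at least 40%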;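 also: plate controls were DMSO neutral control wells for no effect and unlabeled competitor peptide control wells for full effect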
#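 Read-out basis: mP drop reported as inhibition | Assay system: Tagged CAL PDZ protein CerCALP, purified | Benchmarks: Unlabelled peptide for full inhibition, DMSO wells as neutral | Schedule: 1 h incubation at room temperature before polarization reading | Buffer or medium: Sodium phosphate/NaCl buffer pH 7.4 with TCEP, IgG, Thesit | Doses: Single point, 20 µM | Measured by: Fluorescence polarization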
# E coli growth – reduces bacterial viability in AddAB counter-screen | E. coli V3065 growth, OD600 absorbance, 18 h | inhibition, % at 11.9 µM | 330,000 compounds, 0.27% hits;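 active = inhibition above the campaign's mean inhibition across all tested compounds plus 3 SD, cut at about 9.9% in these data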;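 also: uninfected addAB+ strain grown without phage in ampicillin broth; 0% = DMSO wells and 100% = ciprofloxacin 0.95 µg/ml wells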
# PvdQ acylase – blocks Pseudomonas aeruginosa PvdQ acylase activity; inhibition, % at 10 µM; 340,000 compounds, 0.063% hits; AID 488965; purified PvdQ acylase, fluorescence plate reader; in the data active = inhibition above about 30%, passing the limit was not always enough;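 also: 0% = vehicle neutral wells and 100% = reference inhibitor wells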
# Wnt bcat act – activators of Wnt/beta-catenin signaling; 300,000 compounds, 1.2% hits; Wnt/beta-catenin reporter cell assay, activator, plate reader; AID 743398; activation, % at 9.35 µM; in the data active = activation above about 30%, passing the limit was not always enough;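 also: 0% = neutral control wells and 100% = positive control wells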
# Tat export inh – blocks Tat-dependent protein export in E. coli; E. coli MC4100 TorA-mCherry Tat export, fluorescence; inhibition, % at 10 µM; 340,000 compounds, 0.036% hits;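 active = mean replicate inhibition at least 50% and at least half of replicates individually reaching 50%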;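 also: exported cargo escapes ClpAP degradation while cytoplasmic cargo is degraded and loses fluorescence; 0% = median of neutral control wells and 100% = median of NaSCN control wells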
# DAGLB inhibitor – blocks human DAGLB lipase activity | inhibition, % at 5.17 µM | 340,000 compounds, 0.059% hits | HEK293T DAGLB membrane lysate, EnzChek fluorogenic substrate | AID 504411 | Q8NCG7; in the data active = inhibition above about 34%;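 also: 0% = enzyme with vehicle and 100% = wells lacking enzyme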
# Target sequence (Q8NCG7 whole entry, looked up): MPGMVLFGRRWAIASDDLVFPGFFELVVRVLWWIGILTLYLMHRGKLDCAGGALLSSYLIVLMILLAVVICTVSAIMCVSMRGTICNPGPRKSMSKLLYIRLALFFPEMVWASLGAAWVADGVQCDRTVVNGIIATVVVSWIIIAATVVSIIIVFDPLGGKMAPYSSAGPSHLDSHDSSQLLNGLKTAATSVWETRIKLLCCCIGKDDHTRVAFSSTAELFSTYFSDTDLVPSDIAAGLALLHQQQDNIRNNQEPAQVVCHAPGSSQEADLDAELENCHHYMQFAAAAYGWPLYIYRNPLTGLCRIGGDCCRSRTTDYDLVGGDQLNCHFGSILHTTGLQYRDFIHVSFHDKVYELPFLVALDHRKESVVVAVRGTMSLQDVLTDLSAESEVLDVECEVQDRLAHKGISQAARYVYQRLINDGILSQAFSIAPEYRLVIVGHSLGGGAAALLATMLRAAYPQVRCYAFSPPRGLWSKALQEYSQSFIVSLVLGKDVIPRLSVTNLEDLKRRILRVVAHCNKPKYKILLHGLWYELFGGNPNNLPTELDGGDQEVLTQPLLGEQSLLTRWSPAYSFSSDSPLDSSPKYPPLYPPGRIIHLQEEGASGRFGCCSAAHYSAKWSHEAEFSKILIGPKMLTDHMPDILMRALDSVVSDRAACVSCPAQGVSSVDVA
# AddAB inh – less growth of phage-infected E. coli with AddAB; E. coli expressing H. pylori AddAB, absorbance growth; inhibition, % at 11.9 µM; 330,000 compounds, 0.29% hits; in the data active = inhibition above about 12%;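 also: 0% = vehicle wells of infected cells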
# Rtt109 Vps75 – blocks Candida albicans Rtt109/Vps75 acetyltransferase activity. Q5AAJ8. purified Rtt109/Vps75, ThioGlo CoA-SH fluorescence, 4 h. inhibition, % at 34.9 µM. 330,000 compounds, 0.16% hits. AID 540336;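 active = inhibition of at least 50% in every replicate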
# Target sequence (Q5AAJ8 whole entry, looked up): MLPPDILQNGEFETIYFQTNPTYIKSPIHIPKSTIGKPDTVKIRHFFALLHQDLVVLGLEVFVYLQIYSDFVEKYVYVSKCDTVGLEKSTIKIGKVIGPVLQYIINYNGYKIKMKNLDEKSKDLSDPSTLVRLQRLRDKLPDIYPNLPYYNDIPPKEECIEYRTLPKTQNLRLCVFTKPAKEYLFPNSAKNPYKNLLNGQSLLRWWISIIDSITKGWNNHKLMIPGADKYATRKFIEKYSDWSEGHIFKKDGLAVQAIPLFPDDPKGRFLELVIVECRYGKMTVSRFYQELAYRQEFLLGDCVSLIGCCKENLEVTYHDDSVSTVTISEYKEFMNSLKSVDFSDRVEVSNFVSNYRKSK
# PfHsp90 yeast 2 – reduces growth (ATP signal) of yeast expressing P. falciparum Hsp90 | S. cerevisiae expressing PfHsp90, BacTiter-Glo ATP, 48 h; yeast lacking PDR1 and PDR3 efflux regulators | inhibition, % at 9.4 µM | 310,000 compounds, 0.32% hits | AID 504621;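 active = every replicate shows inhibition above about 80%, whatever the replicate mean, limit read from the data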;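 also: 0% = DMSO neutral controls and 100% = 20 µM radicicol positive controls; yeast relying on Plasmodium falciparum Hsp90 in place of its own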
# Starred values were filed as active, the others as inactive; · = no result given.
SMILES,phage Ecoli inh,CAL PDZ FP,E coli growth,PvdQ acylase,Wnt bcat act,Tat export inh,DAGLB inhibitor,AddAB inh,Rtt109 Vps75,PfHsp90 yeast 2
Cc1nc(Nc2nc3ccccc3o2)nc2c1CCC2,1.1,-0.4,-2.9,-2,·,0,0,-6.1,-5,·
CCN(CC)S(=O)(=O)c1ccc(C(C)NCC(=O)Nc2ccccc2C(=O)NC2CC2)cc1 (configuration not stated),4.7,-2.3,·,0,-2,-3,-1,·,1,-1
CN(Cc1ccccc1)C(=O)C1CCCN(c2ncnc3c2nc2n3CCCCC2)C1 (configuration not stated),2.0,-4.2,0.6,9,-1,0,-2,0.8,17,20
NC(Cc1ccccc1)C(O)(c1ccccc1)c1ccccc1 (configuration not stated),2.7,-2.1,1.5,-6,-1,0,-24,4.6,1,0
O=C(O)c1ccc(Oc2ccc(C(F)(F)F)cn2)cc1,4.0,-0.7,-1.3,-17,0,16,0,0.4,9,18
Cc1nn(C)c(C)c1Nc1ccc(N2C(=O)C3C4C=CC(C4)C3C2=O)cc1[N+](=O)[O-] (configuration not stated),3.5,-3.6,-0.3,-6,-2,0,-4,0.4,2,-1
O=C(c1ccc(F)cc1)C1CCN(C(=O)NC2CCCCC2)CC1,5.8,-0.7,-1.0,-2,-2,3,-4,1.9,-2,·
COCCNC(=O)CCCn1c(=O)c2cc(OC)c(OC)cc2n(CC(=O)Nc2ccccc2OC)c1=O,-4.7,-1.3,-0.3,-7,-1,-3,0,0.3,-1,-5
COc1cccc(-c2cc(C(=O)N3CCc4ccccc4C3)[nH]n2)c1,1.3,-2.2,-1.8,9,0,4,2,-1.5,-1,1
COC(=O)c1cc(C(=O)NNC(=O)c2ccc3c(c2)OCO3)cc([N+](=O)[O-])c1,1.2,-2.1,1.6,8,3,-1,-2,3.8,·,-1
Cc1cccc(OCC(=O)N/N=C/C=C/c2ccco2)c1,-0.3,-0.9,-3.2,-8,3,0,5,0.3,-5,-2
CCN1CCN(c2ncc(C(=O)Nc3cc(Cl)ccc3OC)c3ccccc23)CC1,2.1,-2.2,-1.6,-11,·,3,2,0.9,12,-26
CC1(C)C2CCC(C2)C1(C)NC(=O)CNC1CCCCC1 (configuration not stated),2.0,0.4,0.8,7,-4,-2,-2,0.5,9,-10
O=C(NNc1ccc(Cl)cc1)c1c(F)cccc1Cl,-1.9,0.2,-1.1,-17,0,3,0,-1.5,6,-15
COc1cc(/C=C2/CCC/C(=C\c3cc(O)c(OC)c(Cl)c3)C2=O)cc(Cl)c1O,1.3,-0.7,1.2,6,41*,-1,10,1.8,-1,14
CCN(C(=O)CSc1nc(N)cc(N)n1)C1CCS(=O)(=O)C1 (configuration not stated),3.9,0.4,0.9,-20,5,3,1,0.9,1,9
O=C1C=C(C2OC(CO)C(O)C2O)C(=O)N1 (configuration not stated),9.7,-3.3,·,-22,-1,5,-3,·,0,-1
CCc1cccc(NC(=O)C2CCCN(S(=O)(=O)c3cnc[nH]3)C2)c1 (configuration not stated),2.6,-1.8,0.8,-17,-2,1,-1,5.1,7,2
CCOc1ccc(C(=O)NCC(=O)OCCCC(=O)c2ccc(F)cc2)cc1OCC,0.9,0.4,-1.6,-15,-1,-1,2,0.1,0,-8
CC1CCN(c2ccc(NC(=S)NC(=O)c3ccco3)cc2)CC1,0.4,-1.1,2.4,-1,·,-5,2,0.2,0,5
O=C(C1=C[C@@H](c2ccc(C(F)(F)F)cc2)C[C@@H](OCCCCO)O1)N1CCN(Cc2ccccc2)CC1,3.1,-2.0,-1.0,-6,-5,9,2,0.9,2,8
Cc1ccc(C)c(NS(=O)(=O)c2cc(C(=O)NCCSC3CCCCC3)ccc2C)c1,-0.8,-0.8,-1.1,-10,0,-8,-7,4.0,-9,-14
COCCCNS(=O)(=O)c1ccc2[nH]c3c(c2c1)CCCCC3,0.7,-1.6,-2.6,-6,0,6,1,-1.3,-6,11
CCOC(=O)CC(=O)Nc1ccn[nH]1,4.1,-1.1,1.5,-13,2,-2,1,1.7,-10,4
O=C(OCc1ccccc1)N1CCC2CC1c1cc(NCCc3ccccc3)ccc12 (configuration not stated),0.0,0.5,·,1,-1,5,-15,·,-3,-5
CC(C)OC(=O)c1ccc(COC(=O)c2cnccn2)cc1,5.7,-2.7,2.4,-4,-6,0,-6,3.4,2,4
COC(=O)c1ccc(C(=O)OC)c(NC(=S)N2CCCCC2C)c1 (configuration not stated),2.1,0.2,-1.8,-9,·,1,-1,0.7,-6,·
O=C(Nc1ccccc1Cl)C1C(c2ccccc2)C1(Cl)Cl (configuration not stated),2.0,-0.2,1.6,6,0,19,-5,4.3,8,-12
CC(C)c1nnc(NC(=O)C2CCCN2C(=O)Nc2ccccc2[N+](=O)[O-])s1 (configuration not stated),0.3,-0.5,2.1,-1,1,18,3,2.6,2,20
FC(F)Sc1ccc(NC(=S)N2CCN(c3ccccn3)CC2)cc1,2.4,-1.7,·,-14,3,-2,-5,·,8,-54
O=C(CSc1ncnc2c1oc1ccccc12)Nc1ccccc1F,1.8,0.3,0.0,-13,-2,3,1,3.2,-13,3
Cc1c(Cl)c([N+](=O)[O-])nn1CCCC(=O)Nc1cccc(O)c1,5.0,-0.9,-0.5,-11,-2,23,2,1.2,2,-11
COC(=O)c1ccc(NC(=S)NCCc2ccccc2C)cc1,3.1,-1.4,3.1,1,·,0,-11,4.8,13,-3
Cn1c(=O)cc(SCC(=O)Nc2ccc3c(c2)OCO3)c2ccccc21,1.7,-0.5,3.9,-9,9,1,0,2.0,-2,-10
CCSc1ccc2nnc(-c3cccc(F)c3)n2n1,2.2,-0.3,-1.9,-8,·,-1,-5,1.6,-1,-13
COc1ccc(N(C(C)C(=O)Nc2ccc(S(=O)(=O)N3CCOCC3)cc2)S(C)(=O)=O)cc1 (configuration not stated),2.7,-0.5,0.0,-4,0,-4,0,-1.7,2,-18
COc1cccc(NC(=O)CNC(=O)c2ccc(C)cc2)c1,3.9,-2.0,-4.7,-1,-1,1,0,-0.2,·,-49
CCN(CC)S(=O)(=O)c1ccc(NC(=O)CCC2CCCCC2)cc1,2.9,-3.3,4.0,-5,-6,29,-7,2.7,-1,9
C=CCN(c1ccc(OC)cc1)S(=O)(=O)c1ccc(Cl)c(C(=O)OCC(=O)NC2CC2)c1,3.0,-0.5,-2.0,-3,-1,-2,0,1.9,2,-18
COc1ccc(OC)c(/C=C2/Sc3ccccc3C2=O)c1,6.3,·,-0.6,-1,3,0,-37,-0.5,0,15
COCCN1CCN(Cc2cn[nH]c2-c2cc3ccccc3o2)CC1,2.2,-1.2,1.5,-14,-1,9,3,4.7,-6,11
CCCC(=O)N/C(N)=N/c1nc2ccccc2o1,4.9,-3.3,2.7,-5,46*,3,-5,1.9,-4,15
C=CCN1C(=NC(=O)CCC(=O)O)SC2CS(=O)(=O)CC21 (configuration not stated),2.4,-0.3,-1.2,-7,·,3,0,-2.0,-3,-10
Cc1c(O)c(CN2CCCCC2)cc2c1oc(=O)c1ccccc12,2.1,-2.9,1.2,-11,·,7,-5,0.0,7,6
COc1cc(NC(=O)CNc2ccc(Cl)c(S(=O)(=O)N3CCOCC3)c2)cc(OC)c1,-1.2,-2.0,0.5,-18,-6,-4,0,-1.2,-1,·

# Part of the list above in another layout:
canonical_smiles | phage Ecoli inh | CAL PDZ FP | E coli growth | PvdQ acylase | Wnt bcat act | Tat export inh | DAGLB inhibitor | AddAB inh | Rtt109 Vps75 | PfHsp90 yeast 2
COc1ccc(N(C(C)C(=O)Nc2ccc(S(=O)(=O)N3CCOCC3)cc2)S(C)(=O)=O)cc1 (configuration not stated) | 2.7 | -0.5 | 0.0 | -4 | 0 | -4 | 0 | -1.7 | 2 | -18
Cc1c(O)c(CN2CCCCC2)cc2c1oc(=O)c1ccccc12 | 2.1 | -2.9 | 1.2 | -11 | · | 7 | -5 | 0.0 | 7 | 6
Cn1c(=O)cc(SCC(=O)Nc2ccc3c(c2)OCO3)c2ccccc21 | 1.7 | -0.5 | 3.9 | -9 | 9 | 1 | 0 | 2.0 | -2 | -10
CCN(CC)S(=O)(=O)c1ccc(NC(=O)CCC2CCCCC2)cc1 | 2.9 | -3.3 | 4.0 | -5 | -6 | 29 | -7 | 2.7 | -1 | 9
COc1cc(NC(=O)CNc2ccc(Cl)c(S(=O)(=O)N3CCOCC3)c2)cc(OC)c1 | -1.2 | -2.0 | 0.5 | -18 | -6 | -4 | 0 | -1.2 | -1 | ·
COC(=O)c1ccc(NC(=S)NCCc2ccccc2C)cc1 | 3.1 | -1.4 | 3.1 | 1 | · | 0 | -11 | 4.8 | 13 | -3

# More compounds
SMILES,phage Ecoli inh,CAL PDZ FP,E coli growth,PvdQ acylase,Wnt bcat act,Tat export inh,DAGLB inhibitor,AddAB inh,Rtt109 Vps75,PfHsp90 yeast 2
C/C(=N\NC(=O)C1CC1)c1ccccc1Br,3.3,-5.4,·,-21,1,4,0,·,-3,-2
O=[N+]([O-])c1ccc(Cl)c(CN2CCN(c3ncccn3)CC2)c1,2.0,·,0.0,4,-2,-9,-3,3.7,-2,4
CCCn1c2ccccc2c2cnn(CC(=O)N3CCOCC3)c(=O)c21,0.9,-2.3,3.0,1,-1,7,-1,3.0,2,-3
CCOc1cc(C(=O)N=c2sccn2C)cc(Br)c1OC,2.0,-2.9,1.0,-9,-1,3,-2,-1.8,4,-26
CCC(=O)N1CCN(c2ccc(NC(=O)c3ccccc3)cc2)CC1,4.6,-1.8,-0.6,-7,13,1,2,4.0,4,3
O=C(Nc1ccc(S(=O)(=O)N2CCCC2)cc1)c1c(F)cccc1F,4.7,-2.3,2.4,-13,2,-1,0,4.5,1,1
O=C(Cn1nc(Cc2cccnc2)c2ccccc2c1=O)NCc1ccc2c(c1)OCO2,2.3,-1.5,2.6,-11,-3,-13,-1,-0.2,-4,-23
Cc1nc2scc(-c3ccc(Cl)cc3)c2c(=O)o1,2.3,-2.4,-0.1,-10,·,-7,-1,1.5,-3,-9
COc1ccc(CC(=O)OCC(=O)NC(=O)NC2CCCC2)cc1,-0.5,-2.1,-0.2,-14,-2,-2,-4,0.4,5,-13
Cc1cccc(N2CCN(CC3CCCCC3)CC2)c1C,3.8,-1.1,1.6,-14,-3,2,-6,1.8,0,1
O=C(Nc1nncs1)C1CCCC1,1.6,-0.4,-0.5,3,2,21,-2,3.5,6,-2
CCOC(=O)Nc1cccc(NC(=O)c2ccccc2F)c1,5.9,-2.4,2.5,-8,0,-8,-2,2.8,-1,5
CCOc1ccc(/C=N/Nc2nc(N3CCCC3)nc(N3CCCC3)n2)cc1OC,3.9,-0.5,2.1,3,-1,-7,0,0.6,-10,42

# Screening data (PubChem BioAssay)
